WRN inhibitor: WRN helicase (human) inhibition. Potency, µM (titrated, usually from 114 µM), for inactives: at the top dose activity change, negative = inhibition, most hits filed as inhibitors. hit rate 0.46% among 360,000. AID 651768. Q14191. WRN helicase unwinding, fluorescent forked duplex, kinetic; note: potency is the fitted concentration of half-maximal effect; % is set by controls: 0 for no effect and ±100 for the full control effect; nearly all actives have a fitted effect of over 55% in size
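WRN at 20 nM final was preincubated with compound for 15 min at room temperature; reaction started with 100 nM forked duplex oligonucleotide carrying fluorophore and quencher plus 2 mM ATP (final). Unwinding followed kinetically by red fluorescence (ex 525/em 598 nm).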
EPAC1 agonist: agonists of human EPAC1. O95398. EPAC1 agonist qHTS, biochemical assay; response scale: 100% = response to 6.5 mM cAMP. Potency, µM (doses to about 154 µM), for inactives: at the top dose activation, actives largely listed as activators. hit rate 0.073% among 360,000. AID 720707; note: potency is the fitted concentration of half-maximal effect; nearly all actives have a fitted effect of over 60% in size
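EPAC1 100 nM, Rap1B–BODIPY-GDP 250 nM, unlabeled GDP 50 uM; compound titration; 5 min RT; kinetic read ex480/em540 at 5-min intervals ×30 min; data normalized to 6.5 mM cAMP agonist control.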
FUS suppressor: suppressors of FUS proteinopathy in yeast | hit rate 0.24% among 390,000 | Potency, µM (highest dose often 76.6 µM), for inactives: top-dose growth rescue (activation), usual class: activators | AID 1347120 | S. cerevisiae FUS-expressing, growth rescue, OD600, 24 h;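 note: potency is the fitted concentration of half-maximal effect; plate controls were DMSO vehicle for no effect and reference control for full effect; nearly all actives have a fitted effect of over 55% in size; some results filed as inactive show a strong effect at the top dose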
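S. cerevisiae expressing FUS from galactose induction served as the toxicity model. Growth after 24hr at 30C, read as absorbance at 600 nm, indicates suppression of toxicity; compounds dosed at several concentrations.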
Abeta yeast res: A-beta toxicity reversal in yeast. hit rate 0.063% among 410,000. AID 1347071. Potency, µM (top dose mostly 46.1 µM), without a hit: at the highest dose growth rescue, most hits filed as activators. yeast expressing A-beta42, growth rescue, OD600, 48 h; response scale: 0% DMSO, 100% iron-clioquinol control; note: potency is the fitted concentration of half-maximal effect; nearly all actives have a fitted effect of over 55% in size
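Yeast growth medium received pinned compounds, then yeast cells expressing toxic A-beta were added; plates incubated at 30 C for 48 hr. Growth read as absorbance at 600 nm, normalized to DMSO and equimolar FeCl3 plus clioquinol controls.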
PI5P4K alpha inh: inhibitors of human PI5P4K alpha | P48426 | PI5P4Kalpha enzyme, ADP-Glo luminescence, 60 min; active compounds read low | hit rate 1.2% among 330,000 | max response, %; active = max response of -50% or lower; inconclusive = between -30% and -50%; inactive = -30% or higher; note: value at the top dose of about 77 µM; % is set by controls: 0 for no effect and ±100 for the full control effect
Target sequence (P48426 whole entry, looked up): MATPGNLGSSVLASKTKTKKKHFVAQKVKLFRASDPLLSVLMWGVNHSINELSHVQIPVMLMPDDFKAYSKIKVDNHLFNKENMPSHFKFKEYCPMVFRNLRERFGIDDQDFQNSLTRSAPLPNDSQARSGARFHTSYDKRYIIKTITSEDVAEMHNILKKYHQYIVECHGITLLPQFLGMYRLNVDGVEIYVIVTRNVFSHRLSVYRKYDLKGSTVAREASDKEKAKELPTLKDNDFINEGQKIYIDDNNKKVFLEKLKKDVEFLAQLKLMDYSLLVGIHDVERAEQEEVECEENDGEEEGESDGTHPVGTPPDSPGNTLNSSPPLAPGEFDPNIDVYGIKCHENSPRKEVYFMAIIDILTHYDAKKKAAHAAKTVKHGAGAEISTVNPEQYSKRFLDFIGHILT
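ADP-Glo luminescence end-point read after a 60 min room-temperature kinase reaction of PI5P4Kalpha plus substrate, initiated with ATP at 5 microM final. Buffer: 0.038 M HEPES pH 7.4, EGTA, 0.1% CHAPS, 5% DMSO.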
EPAC1 antagonist: EPAC1 (human) antagonism. O95398. EPAC1 GEF assay, Rap1b-BODIPY-GDP exchange fluorescence. Potency, µM (doses to about 115 µM), for the others: at the top dose activity change, negative = inhibition, actives largely listed as inhibitors. hit rate 0.14% among 360,000. AID 720709;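 note: potency is the fitted concentration of half-maximal effect; plate controls were vehicle for no effect and positive control for full effect; nearly all actives have a fitted effect of over 50% in size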
PLK1 PBD inh: inhibitors of human PLK1 polo-box domain binding | P53350 | Plk1 PBD binding of FITC phosphopeptide, fluorescence polarization | Potency, µM, for the others: max response, negative = inhibition, most hits filed as inhibitors | hit rate 2.8% among 360,000 | AID 720504; note: potency is the fitted concentration of half-maximal effect; series mostly up to about 57 µM; % is set by controls: 0 for no effect and ±100 for the full control effect; nearly all actives have a fitted effect of over 65% in size
Target sequence (P53350 whole entry, looked up, the tested form may be a part): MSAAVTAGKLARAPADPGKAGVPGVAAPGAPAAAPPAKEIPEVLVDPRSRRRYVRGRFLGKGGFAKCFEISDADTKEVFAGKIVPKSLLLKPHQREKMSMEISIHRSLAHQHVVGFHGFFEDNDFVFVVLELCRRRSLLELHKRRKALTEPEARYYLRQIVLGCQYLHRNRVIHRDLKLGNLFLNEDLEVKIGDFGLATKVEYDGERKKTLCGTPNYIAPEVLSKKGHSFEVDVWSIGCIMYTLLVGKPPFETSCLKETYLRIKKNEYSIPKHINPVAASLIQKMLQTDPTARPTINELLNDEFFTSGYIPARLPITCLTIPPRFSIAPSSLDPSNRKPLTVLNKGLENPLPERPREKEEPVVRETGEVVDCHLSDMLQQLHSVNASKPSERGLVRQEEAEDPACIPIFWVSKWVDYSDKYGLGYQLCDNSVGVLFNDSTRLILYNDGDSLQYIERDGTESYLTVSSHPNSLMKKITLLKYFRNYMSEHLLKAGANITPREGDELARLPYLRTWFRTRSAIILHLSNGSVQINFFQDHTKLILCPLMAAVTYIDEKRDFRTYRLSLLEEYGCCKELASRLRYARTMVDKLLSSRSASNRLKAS
IL2 activator: activates IL-2 in a cell-based reporter assay | IL-2 activation reporter assay, cell-based qHTS; stimulated with anti-CD3/CD4/CD28 beads; in transgenic mouse T cells | activation, % (series mostly up to about 46 µM) | AID 652025 | hit rate 0.065% among 360,000; in the data active = activation above about 50%; inconclusive = mostly about 30% to 49%; note: 0% is about no effect
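Using fluorescent plate cytometry, EGFP and DsRed are detected in transgenic mouse T cells stimulated 18 h at 37 degrees C with antibody-coated beads after 60 min compound pretreatment.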
Active calls of the source: *; ? = inconclusive; . = not tested or not shown; & = joins results of further samples; [ ] = remark or other dose. Unless noted, calls come from the whole dose curve; as a rule, active = well fitted curve in the direction sought with a large enough effect; inconclusive = small, poorly fitted or top-dose-only effect, or another doubt; inactive = no such curve, though single readings can be large; an effect the other way counts as inactive or inconclusive.

SMILES	WRN inhibitor	EPAC1 agonist	FUS suppressor	Abeta yeast res	PI5P4K alpha inh	EPAC1 antagonist	PLK1 PBD inh	IL2 activator
CC(C)=C(NC(=O)c1ccccc1)C(N)=O	-12%	10%	-5%	-3%	1	-1%	-7%	1.2
CCOc1ccc(C2CC(c3ccc(F)cc3)n3ncnc3N2)cc1 (stereo not drawn)	-6%	1%	-9%	15%	1	-4%	-2%	-3.0
CC(C)(C)C(=O)NC(=S)N1CCc2ccccc21	-1%	-1%	-15%	.	2	-8%	-14%	2.5
COc1ccc(CC(N)c2csc(NC(=O)NCc3ccccc3)n2)cc1 (stereo not drawn)	2%	-15%	?	16%	16	2%	3%	-0.9
COc1ccc(NC2CCCN(C(=O)c3cccnc3SC)C2)cc1OC (stereo not drawn)	2%	-1%	12%	-2%	-1	-5%	-17%	-0.4
Oc1ccccc1N=Cc1c(O)ccc2oc3c(c12)CCCC3	-15%	-2%	-2%	26%	-3	-5%	-1%	-0.6
CN1CCC(=NNC(=O)CN(c2ccc([N+](=O)[O-])cc2)S(=O)(=O)c2ccccc2)CC1	8%	-4%	21%	2%	-1	2%	0%	-0.3
C[C@@H]1CN([C@H](C)CO)C(=O)CCCn2cc(nn2)CO[C@H]1CN(C)C(=O)C1CC1	9%	14%	-19%	-13%	-2	13%	-5%	-2.2
Cc1ccc(CNC(=O)C2CCN(S(=O)(=O)c3ccc4nc5c(c(C(=O)O)c4c3)CC(C)CC5)CC2)cc1 (stereo not drawn)	-14%	-4%	14%&26%	-4%&-3%	-4	-5%	4%	-0.5
Cc1cccc(CSc2nnc3c(n2)[nH]c2ccccc23)c1	5%	4%	-21%	10%	-3	1%	1%	0.0
COc1cc(/C=C2\CC/C(=C\c3cc(OC)c(O)c(OC)c3)C2=O)cc(OC)c1O	11µM*	10%	?	-24%	?	?	4.7µM*	-0.4
C#CCOC(=O)Nc1cc(C)n(-c2ccccc2)n1	-2%	7%	-1%	1%	0	0%	-6%	0.1
CCOC(=O)N1CCN(CC(O)c2ccc3cc[nH]c3c2)CC1 (stereo not drawn)	9%	-14%	-16%	-5%	2	10%	1%	-1.6
CC(C)C(C(=O)NCC1CCCO1)N(C(=O)CNS(=O)(=O)c1ccccc1)c1ccc(F)cc1 (stereo not drawn)	3%	1%	1%	4%	-8	-18%	-2%	0.6
CCNC(=S)Nc1cccc(NC(=O)c2ccccc2O)c1	-29%	-5%	-14%	0%	6	1%	-2%	0.8
CCN1CCN(Cc2ccc(OCc3ccccc3)cc2)CC1	-11%	-1%	13%	-5%	.	12%	-8%	-2.4
CCCCOc1ccc(-c2nnc(N)s2)cc1	-5%	4%	.	-11%	-2	-2%	-3%	-2.1
COc1ccccc1NC(=O)Cn1nnc(C(=O)NCc2ccc3c(c2)OCO3)c1N	-9%	15%	?	8%&0%	2	1%	-7%	-0.7
O=C(NCCN1CCOCC1)c1cc(-c2ccc(F)cc2)nc2ccccc12	-7%	-6%	18%	-1%	2	-29%	4%	-0.2
CC(=O)Nc1ccc(NC(=S)NC(=O)c2ccc(-c3ccccc3)cc2)cc1	6%	16%	-25%	-5%	5	-24%	-9%	0.5
Cc1cc(C)cc(NC(=O)COC(=O)CCn2c(C)csc2=O)c1	6%	1%	-13%	-21%	2	-24%	-8%	0.1
COc1ccc(/C=C2/SC(=O)N(CC(=O)NCCC(C)C)C2=O)cc1OC	7%	-4%	27%	29%	-6	-8%	3%	-0.1
COc1ccc(Br)cc1S(=O)(=O)Nc1cccc(C)n1	-7%	10%	-7%	0%	5	3%	-7%	1.5
COc1ccc(NC(C)C(=O)Nc2ccc(C#N)cc2)cc1Cl (stereo not drawn)	-2%	2%	13%	10%	5	6%	-7%	4.1
COc1ccccc1C(=O)C(O)c1ccccc1OC (stereo not drawn)	2%	8%	-5%	1%	0	2%	-9%	-1.7
SMILES	WRN inhibitor	EPAC1 agonist	FUS suppressor	Abeta yeast res	PI5P4K alpha inh	EPAC1 antagonist	PLK1 PBD inh	IL2 activator
COc1ccc(Cc2nnc(NC(=O)c3ccc(C)cc3)s2)cc1OC	12%	0%	21%	7%	-5	9%	-15%	-1.4
COc1ccc(NC(=O)c2nnn(CC(=O)Nc3ccc4c(c3)OCO4)c2N)cc1OC	-16%	9%	9%	4%	?	-5%	-6%	-2.1
CCn1c(=O)c(=O)[nH]c2cc(C(=O)N3CCN(Cc4ccc5c(c4)OCO5)CC3)ccc21	4%	14%	-24%	16%	-3	-9%	-8%	-0.8
O=C(Nc1cccnc1)c1ccc(Br)s1	-3%	9%	20%	9%	.	-7%	-12%	-1.8
CCOc1cc2[nH]c(=O)n(CCCCC(=O)NC3CCCCCC3)c(=O)c2cc1OCC	0%	4%	-8%	-8%	-1	-5%	-10%	0.8
Cc1cc(C)nc(N/N=C/c2cc3c(cc2[N+](=O)[O-])OCO3)n1	-5%	0%	13%	5%	0	2%	-9%	-0.2
COC1C(C)=C(C)C(=O)N1Cc1ccc(F)cc1 (stereo not drawn)	-6%	-14%	4%	4%	0	11%	0%	-2.3
COc1ccc(NC(=O)Cc2c[nH]c3ccccc23)cc1S(=O)(=O)N1CCCCC1	-17%	3%	.	8%	4	-1%	-1%	2.1
CCOc1cccc2sc(N(CCN(CC)CC)C(=O)c3cccc([N+](=O)[O-])c3)nc12	0%	10%	8%	-3%	2	10%	-6%	2.9
CC(CC(=O)NC1CCSC1=O)c1ccccc1 (stereo not drawn)	16%	-4%	11%	12%	.	12%	-3%	-2.3
CN=c1scc(C)n1/N=C/c1ccc(O)c(O)c1O	20µM*	0%	.	-21%	?	50µM*	6.7µM*	-0.6
N#C/C(=C\c1ccncc1)C(N)=O	5%	12%	-3%	10%	-8	21%	-3%	0.2
Cc1ccc(NS(=O)(=O)c2ccc(NS(=O)(=O)c3cccs3)cc2)cc1	-12%	8%	29%	22%	.	7%	-1%	0.0
Brc1cccc(/C=N/Nc2nn[nH]n2)c1	0%	-1%	-43%	0%	-8	8%	4%	2.6
CCOC(=O)C1=NN(c2ccc(OC)cc2)C(c2ccccc2)CC1=O (stereo not drawn)	-1%	6%	13%	-15%	0	-4%	-3%	-3.5
CCCc1cc(=O)n2[nH]c(Cc3ccccc3)nc2n1	-11%	-2%	-20%	13%[9.22 µM]	-11	-5%	1%	-2.3
CC(O)(c1ccccc1)c1nc(-c2ccc3c(c2)OCO3)cs1 (stereo not drawn)	2%[57.1 µM]	10%	4%	18%	15	-17%	-9%	0.4
N#CCN1CCC/C1=C\[N+](=O)[O-]	-2%	4%	-14%	-17%	.	-4%	-6%	-1.0
O=C(CCCc1ccccc1)Nc1ccnn1C1CCN(Cc2ccccn2)CC1	-8%	-13%	15%	5%	1	-2%	-11%	0.7
O=P(C(=S)Nc1ccccc1Cl)(c1ccccc1)c1ccccc1	0%	3%	?	12%	0	9%	1%	-3.4
O=C(CCc1c[nH]c2ccccc12)NCCc1ccc(O)cc1	2%	7%	-2%	4%	12	1%	-1%	-0.2
COc1ccc(S(=O)(=O)Nc2ccc3c(c2)OCO3)cc1C(=O)O	-7%[57.1 µM]	6%	0%	8%	.	7%	-2%	-3.7
COc1ccc(S(=O)(=O)N(C)C[C@H]2Oc3c(NC(=O)NC4CCCCC4)cccc3C(=O)N([C@H](C)CO)C[C@@H]2C)cc1	-1%	-22%	?	-6%	-7	-7%	-7%	-0.4
CC(=O)Nc1ccc2c(CSc3nnc(N)s3)cc(=O)oc2c1	-2%	-8%	4%	.	-6	-12%	-7%	1.1
Cc1nn(-c2ccccc2)c2c1C(O)n1c(nc3ccccc31)S2 (stereo not drawn)	-5%	-6%	11%	5%	.	-10%	-4%	-0.5
O=C1CSC(c2cccs2)N1c1ccccc1 (stereo not drawn)	-11%	10%	-9%	-13%	.	0%	-5%	0.2
CCc1c(SCCC(=O)O)nc2ccccc2c1C	2%	3%	10%	-28%	7	-5%	?	0.2
CC1(C(=O)Nc2ccc(F)c(Cl)c2)Cc2c(-c3ccc(C(N)=O)cc3)ccnc2O1 (stereo not drawn)	-1%	-12%	-23%	-6%	-5	-13%	5%	0.1
COc1cc(/C=N/Nc2ccccc2)ccc1O	8%	7%	16%	7%	-6	4%	-13%	0.0

As a short view, some entries already given.
SMILES	WRN inhibitor	EPAC1 agonist	FUS suppressor	Abeta yeast res	PI5P4K alpha inh	EPAC1 antagonist	PLK1 PBD inh	IL2 activator
COc1ccc(Cc2nnc(NC(=O)c3ccc(C)cc3)s2)cc1OC	12%	0%	21%	7%	-5	9%	-15%	-1.4
COc1ccc(NC(=O)c2nnn(CC(=O)Nc3ccc4c(c3)OCO4)c2N)cc1OC	-16%	9%	9%	4%	?	-5%	-6%	-2.1
CCn1c(=O)c(=O)[nH]c2cc(C(=O)N3CCN(Cc4ccc5c(c4)OCO5)CC3)ccc21	4%	14%	-24%	16%	-3	-9%	-8%	-0.8
O=C(Nc1cccnc1)c1ccc(Br)s1	-3%	9%	20%	9%	.	-7%	-12%	-1.8
CCOc1cc2[nH]c(=O)n(CCCCC(=O)NC3CCCCCC3)c(=O)c2cc1OCC	0%	4%	-8%	-8%	-1	-5%	-10%	0.8
Cc1cc(C)nc(N/N=C/c2cc3c(cc2[N+](=O)[O-])OCO3)n1	-5%	0%	13%	5%	0	2%	-9%	-0.2
COC1C(C)=C(C)C(=O)N1Cc1ccc(F)cc1 (stereo not drawn)	-6%	-14%	4%	4%	0	11%	0%	-2.3
COc1ccc(NC(=O)Cc2c[nH]c3ccccc23)cc1S(=O)(=O)N1CCCCC1	-17%	3%	.	8%	4	-1%	-1%	2.1
CCOc1cccc2sc(N(CCN(CC)CC)C(=O)c3cccc([N+](=O)[O-])c3)nc12	0%	10%	8%	-3%	2	10%	-6%	2.9
CC(CC(=O)NC1CCSC1=O)c1ccccc1 (stereo not drawn)	16%	-4%	11%	12%	.	12%	-3%	-2.3

Screens: PubChem, National Center for Advancing Translational Sciences (NCATS)
